Compound activity as filed in PubChem.
MPTP block: inhibitors of mitochondrial permeability transition pore. inhibition, % at 10 µM. isolated mouse mitochondria, Ca2+ swelling absorbance, 30 min. 1.4% of 360,000 active. AID 602449;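 active = inhibition of 50% or more, scaled per plate between neutral and stimulator controls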;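 also: 0% = DMSO wells given calcium and 100% = 1 mM EGTA wells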
CXCR6 block: inhibitors of human CXCR6 receptor; AID 602244; inhibition, % at 20 µM; CHO-K1 PathHunter CXCR6 beta-arrestin, luminescence; O00574; 0.36% of 360,000 active; in the data active = inhibition above about 34%, passing the limit was not always enough;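 also: antagonist mode with CXCL16 agonist at 10 nM final; 0% = 10 nM CXCL16 with DMSO and 100% = unstimulated wells without agonist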
Target sequence (O00574 whole entry, looked up): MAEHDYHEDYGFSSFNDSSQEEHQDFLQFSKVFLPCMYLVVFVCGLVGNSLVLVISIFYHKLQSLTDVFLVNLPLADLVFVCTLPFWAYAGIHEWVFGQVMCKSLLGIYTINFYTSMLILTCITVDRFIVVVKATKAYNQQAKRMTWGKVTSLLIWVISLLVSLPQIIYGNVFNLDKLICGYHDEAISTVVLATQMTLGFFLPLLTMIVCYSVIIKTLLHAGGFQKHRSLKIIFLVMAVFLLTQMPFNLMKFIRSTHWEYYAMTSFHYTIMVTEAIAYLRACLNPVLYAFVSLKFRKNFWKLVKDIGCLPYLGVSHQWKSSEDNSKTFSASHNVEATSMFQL
EBI2 block: antagonists of human EBI2 receptor; inhibition, % at 5 µM; P32249; 0.81% of 360,000 active; EBI2 beta-arrestin recruitment, luminescence, 7a,25-OHC stimulated; AID 651636; in the data active = inhibition above about 38%;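 also: enzyme fragment complementation signal reports receptor beta-arrestin coupling in cells; 0% = agonist plus DMSO wells and 100% = wells without agonist; some results beyond the cut were filed as inactive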
Target sequence (P32249 whole entry, looked up, the tested form may be a part): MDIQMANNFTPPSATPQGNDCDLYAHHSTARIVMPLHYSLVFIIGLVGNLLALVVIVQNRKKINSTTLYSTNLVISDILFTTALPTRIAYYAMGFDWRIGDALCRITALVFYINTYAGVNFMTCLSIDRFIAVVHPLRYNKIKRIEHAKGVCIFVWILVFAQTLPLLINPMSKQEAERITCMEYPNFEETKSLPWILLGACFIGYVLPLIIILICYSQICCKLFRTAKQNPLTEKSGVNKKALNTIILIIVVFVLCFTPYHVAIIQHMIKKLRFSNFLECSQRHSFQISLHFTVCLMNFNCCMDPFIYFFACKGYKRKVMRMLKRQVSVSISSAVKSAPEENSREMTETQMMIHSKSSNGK
Numbers without * were called inactive.

SMILES	MPTP block	CXCR6 block	EBI2 block
Cc1cc(C)c(S(=O)(=O)N(C)CC(=O)N2CCCC2)c(C)c1	-0.3	0	-4
Cc1onc(-c2ccccc2)c1C(=O)OCC(=O)c1ccc(F)cc1	-1.4	2	5
COc1cccc(NC(=O)C2(C)CCN2Cc2ccc(OC)c3ccccc23)c1 (stereo not drawn)	-0.7	-11	-5
CSc1ccc(Cn2c(C)c(C(=O)NCCC#N)sc2=O)cc1	-1.6	-12	0
COC(=O)[C@]12CCCCC=C1N(Cc1ccccc1)C(=O)[C@H](CC(=O)N1CCC(c3ccccc3)CC1)C2	-1.0	2	10
FC(F)(F)c1cc(Cl)c2nc(-c3ccccc3)c(Cc3cccc(Cl)c3)n2c1	2.1	10	-5
C[C@H]1CN([C@@H](C)CO)S(=O)(=O)c2ccc(Br)cc2O[C@@H]1CN(C)Cc1cccc(F)c1	0.0	-3	4
O=C(Cc1csc(-c2cccc(F)c2)n1)Nc1cccc(S(=O)(=O)NC2=NCCC2)c1	-0.6	-12	0
CSc1ccc(OC2(C)CCN(Cc3ccc(-c4ccccn4)cc3)C2)cc1 (stereo not drawn)	0.8	1	-8
Cn1c(=O)c2cc(NC(=O)NCc3ccc(F)cc3)ccc2n1Cc1cccc(C(F)(F)F)c1	2.9	-13	-8
Cc1ccccc1CN1CCN(C(=O)[C@H]2O[C@@H](n3ccc(=O)[nH]c3=O)[C@H](O)[C@@H]2O)CC1	-2.0	-4	2
C[C@@H]1CN([C@@H](C)CO)C(=O)CCCn2cc(nn2)CO[C@H]1CN(C)S(=O)(=O)c1ccc2ccccc2c1	-0.6	-4	3
Cc1ccc(NC(=O)N2CCOCC2)cc1NC(=O)N1CCOCC1	-0.3	-10	-10
CCOc1ccc(S(=O)(=O)NCCC(=O)N2CCN(C(C)=O)CC2)cc1	0.1	-5	-7
O=C(Nc1nc2ccc(F)cc2s1)c1ccc([N+](=O)[O-])o1	5.8	15	-7
COc1cccc(C(NC(C)=O)c2nc(-c3ccccc3C)cs2)c1 (stereo not drawn)	0.5	-1	7
O=C(O)C(=Cc1cccc([N+](=O)[O-])c1)c1ccccc1	2.3	7	0
CC(=O)Nc1cc(-c2ccc(N(C)C)cc2)cn2c(-c3ccc(F)cc3)cnc12	1.6	-4	54*
O=C1CNC(c2ccccc2)C(c2ccccc2)N1 (stereo not drawn)	0.4	2	6
Cc1cc(S(=O)(=O)NC[C@H]2O[C@@H](n3ccc(N)nc3=O)[C@H](O)[C@@H]2O)c(C)s1	-0.3	4	-5
COc1cc(F)ccc1-c1cc(C(=O)NCc2ccc(F)cc2)[nH]n1	1.4	-15	3
COc1ccc(NC(=O)C2(C)CCCN(C(C)C)C2)cc1F (stereo not drawn)	-0.8	1	3
CC1=C(C(=O)N2CCCCCC2)CC(CC(=O)NCC2CCCCC2)C(=O)N1Cc1ccc(F)cc1 (stereo not drawn)	0.4	3	19
C[C@@H](c1ccccc1)N1C[C@H](COCc2ccccc2)Oc2cc(N3CCC[C@@H]3CO)ccc2S1(=O)=O	1.1	3	14
CCn1c(SCC(=O)N(C)c2c(N)n(Cc3ccccc3)c(=O)[nH]c2=O)nnc1-c1cccs1	-0.8	8	-1
Cc1cc(C)c2nc3sc(=Cc4ccc(-c5ccccc5C(=O)O)o4)c(=O)n3c2c1	0.2	7	0
CC1(C(=O)NS(=O)(=O)c2ccc(Cl)s2)CCN1C(=O)CCc1ccccc1 (stereo not drawn)	-2.0	-2	-4
COc1ccc(-n2nnnc2C(c2cccc3ccccc23)N2CCN(C/C=C/c3ccccc3)CC2)cc1 (stereo not drawn)	3.8	13	63*
C=CCCC(=O)N1C[C@H]2CON(C)[C@H]2C[C@H]1c1ccc(-n2ccnc2)cc1	-1.1	1	-6
COc1ccc(OC)c(C=C2CCc3ccccc3C2=O)c1	0.9	-10	-6
CSC[C@H]1CN(Cc2cccnc2)C(=O)[C@@H]1CC(=O)Nc1ccc(Br)cc1	-0.9	-3	-3
Cc1cc(C)c(NC(=O)COC(=O)C2=COCCO2)c(C)c1	0.0	-2	2
CNc1cc(-c2ccc(O)cc2C)ncn1	0.1	-4	-2
Fc1ccc(-c2nc3ccc(Br)cn3c2Cc2cccc(Cl)c2)cc1	0.7	18	8
COc1ccccc1CNC(=O)c1cc(-c2cc(Cl)ccc2C)n[nH]1	1.3	6	6
CC(=O)NCCNC(=O)C1(C)Cc2c(-c3cccc(C(F)(F)F)c3)ccnc2O1 (stereo not drawn)	0.1	-3	-16
Cn1ccc2c(-c3ccc(CO)cc3)cc3c(c21)C1CCC3C1 (stereo not drawn)	1.2	-12	24
CNc1cnc(-c2cc(OC)c(OC)c(OC)c2)cn1	-0.8	-6	3
NC(Cc1ccccc1)c1csc(Nc2cc(Oc3ccccc3)ncn2)n1 (stereo not drawn)	4.5	-17	-3
CSc1ccc(CN2CCC2(C)C(=O)NC2CCc3ccccc32)cc1 (stereo not drawn)	3.3	-1	20

A section from further up, as a working copy:
SMILES	MPTP block	CXCR6 block	EBI2 block
CC1=C(C(=O)N2CCCCCC2)CC(CC(=O)NCC2CCCCC2)C(=O)N1Cc1ccc(F)cc1 (stereo not drawn)	0.4	3	19
C[C@@H](c1ccccc1)N1C[C@H](COCc2ccccc2)Oc2cc(N3CCC[C@@H]3CO)ccc2S1(=O)=O	1.1	3	14
CCn1c(SCC(=O)N(C)c2c(N)n(Cc3ccccc3)c(=O)[nH]c2=O)nnc1-c1cccs1	-0.8	8	-1
Cc1cc(C)c2nc3sc(=Cc4ccc(-c5ccccc5C(=O)O)o4)c(=O)n3c2c1	0.2	7	0
CC1(C(=O)NS(=O)(=O)c2ccc(Cl)s2)CCN1C(=O)CCc1ccccc1 (stereo not drawn)	-2.0	-2	-4
COc1ccc(-n2nnnc2C(c2cccc3ccccc23)N2CCN(C/C=C/c3ccccc3)CC2)cc1 (stereo not drawn)	3.8	13	63*
C=CCCC(=O)N1C[C@H]2CON(C)[C@H]2C[C@H]1c1ccc(-n2ccnc2)cc1	-1.1	1	-6
COc1ccc(OC)c(C=C2CCc3ccccc3C2=O)c1	0.9	-10	-6
CSC[C@H]1CN(Cc2cccnc2)C(=O)[C@@H]1CC(=O)Nc1ccc(Br)cc1	-0.9	-3	-3
Cc1cc(C)c(NC(=O)COC(=O)C2=COCCO2)c(C)c1	0.0	-2	2
CNc1cc(-c2ccc(O)cc2C)ncn1	0.1	-4	-2
Fc1ccc(-c2nc3ccc(Br)cn3c2Cc2cccc(Cl)c2)cc1	0.7	18	8
COc1ccccc1CNC(=O)c1cc(-c2cc(Cl)ccc2C)n[nH]1	1.3	6	6
CC(=O)NCCNC(=O)C1(C)Cc2c(-c3cccc(C(F)(F)F)c3)ccnc2O1 (stereo not drawn)	0.1	-3	-16
Cn1ccc2c(-c3ccc(CO)cc3)cc3c(c21)C1CCC3C1 (stereo not drawn)	1.2	-12	24
CNc1cnc(-c2cc(OC)c(OC)c(OC)c2)cn1	-0.8	-6	3
NC(Cc1ccccc1)c1csc(Nc2cc(Oc3ccccc3)ncn2)n1 (stereo not drawn)	4.5	-17	-3

(more compounds)
SMILES	MPTP block	CXCR6 block	EBI2 block
O=c1[nH][nH]c2c1[C@H](c1ccc(Cl)cc1)O[C@H](C1CCCCC1)C2	0.2	0	7
CC1ON=C(c2cccc3ccccc23)N(C)C1=O (stereo not drawn)	-1.8	-1	-2
Cc1cccc(C)c1-n1nnnc1C1c2ccccc2C(=O)N1CCc1ccc(O)cc1 (stereo not drawn)	0.7	5	-5
O=C(Nc1ccccc1Cl)c1cc(C2CCCN(C(=O)CCCc3ccccc3)C2)on1 (stereo not drawn)	0.8	10	17
CCc1nc2c(OCCC3CCCCC3)cccn2c1N(C)C(=O)c1ccncc1	0.5	-2	-9
C[C@H]1CN([C@@H](C)CO)C(=O)CCCn2nncc2CO[C@@H]1CN(C)C(=O)Cc1ccccc1	-1.6	-5	-4
COCCNC(=O)C1(C)CCCN(CCC(=O)c2ccc(Br)cc2)C1 (stereo not drawn)	1.1	-1	-7
Cc1ccc(OCC(=O)Nc2ccc3c(c2)nc(CCN2CCCC2)n3C)cc1	-0.2	6	16
Cc1ccc(F)cc1C(=O)N1CCCC(c2cc(C(=O)Nc3ccccc3Cl)no2)C1 (stereo not drawn)	0.7	-3	6
O=C(c1ccc(Cl)c(Cl)c1)N1CCC(=O)N([C@H](COCc2ccc(Cl)cc2)Cc2ccccc2)CC1	0.0	6	23
Cc1cccc(C)c1-n1nnnc1SCc1nc(N)nc(N(C)C)n1	-0.2	2	6
COc1c2ccccc2nn1C(C)C	0.3	-10	-9
O=C(NNC(=O)c1ccccc1F)c1ccc(-c2ccccc2Cl)o1	-0.3	6	7
Cc1cccc(C)c1NC(=O)CN1CCN(C/C=C/c2ccccc2)CC1	-2.2	4	8
OC(c1ccc(F)c(F)c1)c1nc(-c2ccccc2)cs1 (stereo not drawn)	-0.1	-2	-6
COc1ccc(S(=O)(=O)N(C)[C@H]2C[C@H]3c4cc(N5CCN(C)CC5)ccc4CCN3C(=O)[C@H]2[C@H](C)O)cc1	-1.1	5	-4
Brc1ccc([C@H]2C=C[C@H]3CCCN4CC[C@H]2[C@@H]3[C@]42CO2)cc1	-0.8	-7	0
COc1cccc(Cn2cnc(-c3ccccc3OC)c2-c2ccco2)c1	1.9	8	3
CCCC(=O)N1CCCC1(C)C(=O)Nc1cccc(OC(C)C)c1 (stereo not drawn)	-0.6	-5	-22
Cc1cc(Br)cn2c(Cc3ccsc3)c(-c3ccc(C#N)cc3)nc12	0.4	1	-13
CC(C)CC(N)c1csc(NC(=O)NCCc2ccccc2)n1 (stereo not drawn)	2.2	0	-4
COc1ccc(C(=O)OCc2cc(=O)oc3cc(C)ccc23)cc1S(=O)(=O)N1CCOCC1	-0.1	-3	-3
NC(=O)c1cccc(-c2coc3c(C(=O)NC4CCCCC4)cccc23)c1	5.4	0	4
COc1ccc(C(O)c2ncc(-c3ccccc3)[nH]2)cc1F (stereo not drawn)	0.6	4	-12
CSCCC(c1nnnn1C1CCCC1)N1CCN(C/C=C/c2ccccc2)CC1 (stereo not drawn)	0.9	3	11
COc1cc(CN2C(=O)C(C)ON=C2c2cccs2)cc(OC)c1 (stereo not drawn)	1.1	8	6
CCOC(=O)CC1COCCN1C(=O)c1cc(COc2ccccc2SC)on1 (stereo not drawn)	1.7	-6	-1
COc1ccc(C(C#N)=Cc2ccccc2OC)cc1	-2.0	-1	-4
CCOC(=O)C1=CCN(S(=O)(=O)c2ccccc2Br)C1c1cccc(C)c1 (stereo not drawn)	0.4	11	17
CC1(C(=O)NS(=O)(=O)c2cccs2)CCN1C(=O)c1ccccc1 (stereo not drawn)	0.0	-5	-11
COCCNc1nc(Oc2ccc(C(N)=O)cc2)c2sccc2n1	0.7	0	-9
CC1(Cc2ccc(OC(F)(F)F)cc2)C(=O)Nc2ccc(S(=O)(=O)NC3CCCCC3)cc21 (stereo not drawn)	-0.3	-11	-5
Cc1cc2nc(C(C)(C)C)c(Cc3ccsc3)n2c(C)c1Br	1.4	-7	-5
C[C@H]1CN([C@@H](C)CO)S(=O)(=O)c2ccc(C#CC3CC3)cc2O[C@H]1CN(C)C(=O)c1cccnc1	-0.3	5	-4
Nc1ncnc2c1ncn2[C@@H]1O[C@H](C(=O)N[C@@H](CO)c2ccccc2)[C@@H](O)[C@H]1O	-0.3	-2	-1
CCOc1ccccc1CNn1cnnc1SCC(=O)NC(C)(C)C	0.9	-3	-6
CCOC(=O)C1=C[C@@H](c2ccccc2)N(S(=O)(=O)c2ccc(C)cc2)[C@H]1c1ccc(OC)cc1	1.9	2	18
CC(=O)O[C@@H]1C[C@@]2(C)[C@@H](CC[C@H]2[C@@H](C)/C=C\CC(C)C)C2=C[C@@H](O)[C@@]3(O)C[C@@H](O)[C@H](O)C[C@]3(CO)[C@]21O	-1.6	9	6
Cn1c(=O)c2c(ncn2CC(=O)OCC(=O)c2ccc(Br)cc2)n(C)c1=O	0.9	22	8
C[C@@H]1CN([C@H](C)CO)C(=O)CCCn2nncc2CO[C@H]1CN(C)C(=O)Nc1cccc2ccccc12	-1.5	-1	-6
CN(CC(=O)Nc1ccc(F)c(F)c1F)C(=O)C1CCCN1C(=O)c1cccs1 (stereo not drawn)	-0.8	-3	-1
COc1ccc(CN2CCC2(C)C(=O)NCc2ccc3c(c2)OCO3)c2ccccc12 (stereo not drawn)	0.6	3	10
Cc1ccc(CN(C)C(=O)CCNC(=O)c2ccc(Cl)cc2)o1	0.0	7	0
COc1ccc(F)cc1-c1cc(C(=O)NCc2ccc(C(F)(F)F)cc2)[nH]n1	-0.3	3	17
O=C(Nc1nnc([C@@H]2C[C@H](O)[C@@H](CO)O2)s1)c1cccc(OC(F)(F)F)c1	0.2	1	-5
CCOC(=O)[C@]12CCC=C1N(Cc1ccc(Cl)cc1Cl)C(=O)[C@H](CC(=O)NCC1CCCCC1)C2	-2.3	9	10
COc1ccc(-c2ccc(C(=O)Nc3ccc(OC)nc3)c3occc23)c(C)c1	-0.6	-11	-1
O=C(CC[C@H]1O[C@@H](n2cnc3c(NC(=O)c4ccccc4)ncnc32)[C@H](O)[C@@H]1O)NCc1nc2ccccc2[nH]1	-2.1	-4	-9
CC1(Oc2ccccc2-c2ccno2)CCN(Cc2ccc(-c3ccccc3)o2)C1 (stereo not drawn)	2.5	-16	-2
CCOC1=C2CN(S(=O)(=O)c3ccc(C)cc3)[C@H](c3ccccc3)C[C@@H]2N(S(C)(=O)=O)[C@H](c2ccccc2)C1	0.9	-7	2
CN(CCO)C(=O)c1nc[nH]c1C(=O)N(C)Cc1ccccc1	-1.0	-2	-3
[O-][n+]1cc(Cl)cc(Cl)c1	-0.2	-2	-5

A portion of the library; rates above refer to the full screens.
